L3MBTL1 inh = blocks human L3MBTL1; hit rate 0.66% among 230,000; Potency, µM (series often up to 57.1 µM), for the others: at the highest dose activity, negative = inhibition, usual class: inhibitors; Q9Y468; AlphaScreen L3MBTL1–H3K9me1 peptide binding; note: nearly all actives have a fitted effect of over 60% in size
Target sequence (Q9Y468 whole entry, looked up): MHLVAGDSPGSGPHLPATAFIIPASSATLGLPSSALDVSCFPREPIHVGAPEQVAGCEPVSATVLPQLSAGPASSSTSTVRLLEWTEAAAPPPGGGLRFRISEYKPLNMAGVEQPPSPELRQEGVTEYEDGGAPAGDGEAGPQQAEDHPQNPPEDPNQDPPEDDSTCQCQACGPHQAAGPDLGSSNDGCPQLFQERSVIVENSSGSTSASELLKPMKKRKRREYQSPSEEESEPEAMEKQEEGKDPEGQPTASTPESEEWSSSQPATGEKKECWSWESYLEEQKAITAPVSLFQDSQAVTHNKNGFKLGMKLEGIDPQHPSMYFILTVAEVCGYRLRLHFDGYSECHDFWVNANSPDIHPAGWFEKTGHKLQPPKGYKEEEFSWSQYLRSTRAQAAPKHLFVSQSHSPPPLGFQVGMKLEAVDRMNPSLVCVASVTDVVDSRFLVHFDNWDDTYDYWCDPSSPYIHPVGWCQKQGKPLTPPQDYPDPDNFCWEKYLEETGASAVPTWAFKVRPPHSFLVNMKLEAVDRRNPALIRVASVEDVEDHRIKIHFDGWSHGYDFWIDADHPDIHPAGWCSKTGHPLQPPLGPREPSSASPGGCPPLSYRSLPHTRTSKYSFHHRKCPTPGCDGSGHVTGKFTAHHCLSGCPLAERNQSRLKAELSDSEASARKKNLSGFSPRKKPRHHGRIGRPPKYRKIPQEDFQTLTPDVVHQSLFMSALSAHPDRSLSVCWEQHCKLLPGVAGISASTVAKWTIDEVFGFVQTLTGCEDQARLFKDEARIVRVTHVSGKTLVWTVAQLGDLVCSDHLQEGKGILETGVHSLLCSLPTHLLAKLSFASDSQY
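Read-out is AlphaScreen signal from streptavidin donor and nickel chelate acceptor beads (10 ug/mL final each) bridging L3MBTL1 (50 nM) and biotinylated K9-monomethylated H3(1-15) peptide (75 nM), after 30 min compound exposure at room temperature.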
TexasRed fluor = counter-screen for TRb-SRC2 inhibitors: fluorescence interference; TRb/SRC2 Texas Red total fluorescence interference; Potency, µM (series often up to 106 µM), for inactives: at the top dose fluorescence change, negative = quenching; hit rate 0.29% among 280,000; active = well fitted curve in either direction with a large enough effect; inconclusive = small, poorly fitted or top-dose-only effect
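Flags fluorescent or light-absorbing compounds by total fluorescence, S + 2P, at 555 nm excitation and 632 nm emission. Mixture: 20 nM Texas Red SRC2 peptide, 0.6 uM human TRb LBD, 1 uM T3, 5% DMSO; compound exposure 5 h at ambient temperature.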
GAA spleen mod = inhibitors or activators of human alpha-glucosidase in spleen homogenate | P10253 | human spleen homogenate, 4-MU-alpha-glucoside fluorescence | Potency, µM (titrated, usually from 79.9 µM), for the others: at the highest dose activity change, negative = inhibition, usual class: inhibitors | hit rate 0.006% among 240,000;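 note: 0% = enzyme with vehicle and -100% = no enzyme basal signal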
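AC50 values come from Hill-equation fits of concentration-response data, normalized to no-enzyme and full-activity controls. Enzyme source: 1 ug human spleen homogenate; 1 mM fluorogenic 4-MU glucoside, pH 5.0 citrate buffer, 37 C, 40 min.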
RECQ1 helicase = inhibitors of human RECQ1 DNA helicase | RECQ1 DNA unwinding, red fluorescence kinetic read | Potency, µM (top dose mostly 57.3 µM), for the others: top-dose activity, negative = inhibition, hits mostly inhibitors | hit rate 0.54% among 240,000 | AID 2549;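 note: plate controls were vehicle for no effect and no enzyme for full effect; nearly all actives have a fitted effect of over 30% in size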
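RECQ1T1 50 nM; forked duplex (20 bp + 30-nt ss tails) 200 nM, ATP 2 mM final; pH 8.0, 2 mM MgCl2, 2.5 ug/ml poly(dI-dC); 15 min compound preincubation; discontinuous kinetic read over 2 h at RT.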
GAA inh = alpha-glucosidase (human) inhibition; P10253; purified human GAA, 4-MU-alpha-glucoside fluorescence; Potency, µM (series often up to 76.9 µM), without a hit: at the top dose activity change, negative = inhibition, hits mostly inhibitors; hit rate 0.005% among 200,000; AID 1466;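 note: plate controls were uninhibited enzyme wells for no effect and no-enzyme background for full effect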
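Endpoint fluorogenic read: 20 min room-temperature reaction of 4 nM human alpha-glucosidase with 400 uM 4-methylumbelliferyl-alpha-D-pyranoside, pH 5.0, quenched with 1M NaOH/1M glycine pH 10. AC50 from Hill modeling.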
TRb SRC2 PPI = TRbeta-SRC2 interaction inhibition; TRbeta-SRC2 peptide binding, fluorescence polarization; receptor liganded with 1 µM T3; Potency, µM (titrated, usually from 106 µM), without a hit: at the top dose activity change, negative = inhibition, usual class: inhibitors; hit rate 0.065% among 280,000; AID 1469;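 note: plate controls were bound peptide for no effect and peptide without receptor for full effect; nearly all actives have a fitted effect of over 50% in size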
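Decrease in fluorescence polarization of 20 nM Texas Red SRC2 coactivator peptide flagged inhibition of its binding to 0.6 uM TRb LBD; 1 uM T3 included, incubation 5 hr, ex 555/em 632 nm.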
GAA glycogen mod = inhibitors or activators of human alpha-glucosidase glycogen cleavage; Potency, µM (top dose mostly 76.4 µM), for the others: at the highest dose activity change, negative = inhibition, usual class: inhibitors; AID 2100; recombinant GAA, glycogen substrate, Amplex Red glucose oxidase fluorescence; P10253; hit rate 0.38% among 300,000;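 note: 0% = full enzyme reaction and -100% = no-enzyme basal signal; the screen sought inhibitors and activators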
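Natural-substrate format: glycogen cleavage by 4 nM human enzyme, glucose read by Amplex Red coupling (Ex 573, Em 610 nm). Normalized to enzyme and no-enzyme controls.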
GoLoco inh red = inhibitors of human Gai1-RGS12 GoLoco interaction (red fluorophore) | P63096 | Gai1:RGS12 GoLoco peptide FP, rhodamine, 10 min | hit rate 0.44% among 230,000 | AID 880 | Potency, µM (doses to about 61.6 µM), without a hit: at the top dose activity, negative = inhibition, most hits filed as inhibitors; active = well fitted inhibition curve with a large enough effect, not every such curve was filed as active; inactive = no such curve, though single readings can be large or run the other way; note: nearly all actives have a fitted effect of over 30% in size; many of its hits are not listed in these tables
* = called active by the depositor; i = inactive; ? = inconclusive; · = no result given; & = joins results of further samples; [ ] = another dose, or the depositor's remark. Unless noted, calls come from the whole dose curve; as a rule, active = well fitted curve in the direction sought with a large enough effect; inconclusive = small, poorly fitted or top-dose-only effect, or another doubt; inactive = no such curve, though single readings can be large; an effect the other way counts as inactive or inconclusive. Unless noted, % is set by controls: 0 for no effect and ±100 for the full control effect; potency is the fitted concentration of half-maximal effect. These rows are one share of the data; count on the stated rates, not on these rows.

structure | L3MBTL1 inh | TexasRed fluor | GAA spleen mod | RECQ1 helicase | GAA inh | TRb SRC2 PPI | GAA glycogen mod | GoLoco inh red
O=C(NCc1ccncc1)Nc1cc(Cl)ccc1Cl | 2% | 1% | 3% | -9% | 1% | -5% | 3% | 3%
COc1ccc(C(=O)NC(=S)NNC(=O)CCc2ccccc2)cc1 | 6% | -7% | -12% | -4% | 1% | 3% | -5% | 6%
O=C(O)CNC(=O)CCn1nnc2ccccc2c1=O | 2% | -4% | 3% | 5% | · | -7% | -5% | 3%
CC[C@@H]1C(c2ccc(F)cc2)=NN(c2ccc(Br)cc2)[C@H]1C(=O)N1CCOC1=O | 38%[activator] | 2% | 8% | ? | · | 7% | · | 4%
CCCc1noc2c1/C(=N\O)CC(c1ccccc1)C2 (centres undefined) | 6% | 2% | -8% | -9% | -4% | -3% | 11% | 5%
COc1ccc(C(NC(C)=O)c2cc(Cl)c3cccnc3c2O)cc1OC (centres undefined) | -5% | -8% | -3% | 1% | 4% | -5% | -10% | 11%
O=C(COc1ccc(Cl)cc1Cl)NNC(=S)Nc1ccc(F)cc1 | -3% | -1% | -6% | -4% | -16% | 5% | -19% | ·
COc1ccc(C(=O)Nc2ccc(F)cc2F)cc1 | · | -2% | -4% | i | ? | -10% | 7% | 5%
CCOC(=O)C1(Cc2cccc(OC)c2)CCN(Cc2cccc(OCC)c2O)CC1 | -17% | 1% | 3% | -13% | 0% | -3% | -26% | 11%
COc1cc(NC(=O)C2CCCN(S(=O)(=O)c3cccc4nsnc34)C2)cc(OC)c1 (centres undefined) | -7% | 0% | -2% | -7% | -7% | -18% | -8% | 10%
NC(=S)NNc1c(F)c(F)c(F)c(F)c1F | 15% | -2% | 5% | 6% | 0% | -2% | -18% | -6%
Cc1ccc2cc(C#N)c(NCCCNC(=O)C3CCCO3)nc2c1 (centres undefined) | 6% | -1% | 14% | 12% | ? | 9% | -12% | 2%

A different layout for part of the listing above:
COc1cc(NC(=O)C2CCCN(S(=O)(=O)c3cccc4nsnc34)C2)cc(OC)c1 (centres undefined)
  L3MBTL1 inh = -7%	TexasRed fluor = 0%	GAA spleen mod = -2%	RECQ1 helicase = -7%	GAA inh = -7%	TRb SRC2 PPI = -18%	GAA glycogen mod = -8%	GoLoco inh red = 10%
NC(=S)NNc1c(F)c(F)c(F)c(F)c1F
  L3MBTL1 inh = 15%	TexasRed fluor = -2%	GAA spleen mod = 5%	RECQ1 helicase = 6%	GAA inh = 0%	TRb SRC2 PPI = -2%	GAA glycogen mod = -18%	GoLoco inh red = -6%
Cc1ccc2cc(C#N)c(NCCCNC(=O)C3CCCO3)nc2c1 (centres undefined)
  L3MBTL1 inh = 6%	TexasRed fluor = -1%	GAA spleen mod = 14%	RECQ1 helicase = 12%	GAA inh = ?	TRb SRC2 PPI = 9%	GAA glycogen mod = -12%	GoLoco inh red = 2%

Further results.
structure | L3MBTL1 inh | TexasRed fluor | GAA spleen mod | RECQ1 helicase | GAA inh | TRb SRC2 PPI | GAA glycogen mod | GoLoco inh red
COc1ccc(S(=O)(=O)N2CCCN(S(=O)(=O)c3ccc(OC)c(C)c3)CC2)cc1C | -10% | 1% | -3% | -6% | -8% | -7% | -12% | -1%
O=Cc1cccn1Cc1ccc(Cl)cc1Cl | · | -1% | 1% | 1% | -4% | 1% | -3% | 0%
CCCCOC(=O)c1ccc(NC(=O)c2cc(Cl)ccc2OC)cc1 | 27% | -5% | 1% | -10% | -4% | 1% | -8% | -2%
CN(C)/C=C/C(=O)c1ccccc1 | · | -2% | -10% | ? | · | -7% | -3% | 5%
Nc1c(CO)nnn1-c1ccccc1 | -7% | -3% | 5% | 10% | -4% | -2% | -8% | 3.2µM*
Cc1ccc(NC(=O)CN(C)C(=O)c2ccc(C(F)(F)F)cc2)cc1 | 4% | 4% | -3% | i | -2% | 0% | -15% | 9%
Oc1ccc(Br)cc1CN1CCCCCCC1 | · | 2% | 0% | i | -2% | 0% | -10% | -13%
CCOc1cc(NC(=S)NCC(C)C)c(OCC)cc1NC(=O)c1ccco1 | -2% | 3% | -5% | -7% | -9% | -6% | 3% | 5%
COc1ccc(-c2c(C#N)c(N)nc3c2CCc2ccccc2-3)cc1OC | 46%[activator] | -1% | ? | -25% | ? | 2% | -5% | 4%
CCN(CC)S(=O)(=O)c1ccc(OCC(=O)NC2CCS(=O)(=O)C2)c([N+](=O)[O-])c1 (centres undefined) | 0% | 2% | -5% | -9% | 3% | -3% | 5% | -27%
CC1=CCC2C(=O)N(c3ccc(OC(=O)c4ccco4)cc3)C(=O)C2C1 (centres undefined) | -3% | -3% | 1% | 3% | -3% | -5% | 18% | 5%
CC1CC=CC2C1C(=O)N(Cc1ccccc1)C2c1ccc(-c2ccoc2)cc1F (centres undefined) | · | 0% | -3% | i | · | 6% | · | ·
O=C(Cc1ccc(Cl)cc1Cl)Nc1ccc(OC(F)F)c(Cl)c1 | 8% | -1%[53 µM] | -4% | i | 1% | -2%[53 µM] | -5% | 18%
COc1ccccc1OCc1ccc(C(=O)N2CCN3CCCC3C2)cc1 (centres undefined) | · | 1% | 4% | i | -13% | -1% | -3% | 12%
COc1ccc(/C=N/N=C/c2ccc(OC)c(OC)c2)cc1OC | · | -2% | -11% | i | -2% | -5% | -19% | 9%
O=C(Nc1cccn(Cc2ccccc2Cl)c1=O)NC1CCCCC1 | -3% | -1%[53 µM] | 0% | i | 1% | 1%[53 µM] | 2% | 10%
COc1ccc(Cl)cc1S(=O)(=O)NCc1cccnc1 | · | -2% | 4% | 21% | -7% | -7% | 10% | 7%
CC(C)Cn1c(SCC(=O)c2c(N)n(C)c(=O)n(C)c2=O)nc2ccccc21 | 0% | -2% | -12% | i | 7% | -3% | -3% | 19%
Cc1cc(C)c(C#N)c(OCC(=O)c2ccccc2)n1 | -3% | 1% | -5% | -13% | -6% | 7% | -9% | -7%
CN(C)CCCc1cc(C(=O)Nc2ccc(-c3ccncc3)cc2)ccc1O | · | -1%&-3% | 0%&4% | 46%[activator] | · | 6%&7% | · | 6%&7%
CCCC(C(=O)NC1CCCCC1)N(CC1CCCO1)C(=O)CNS(=O)(=O)c1ccc(F)cc1 (centres undefined) | -3% | -5% | -3% | 0% | -4% | 1% | 8% | 0%
CCN(CC)C(=O)C1=C(C)NC(=O)NC1c1ccccc1F (centres undefined) | 6% | 8% | -1% | -13% | -5% | 4% | 1% | 11%
CC(C)CCn1c(NCCc2ccccc2)nc2c1c(=O)n(C)c(=O)n2C | · | -3% | 4% | i | · | 0% | 3% | 2%
Cc1cccc(C)c1NC(=O)COC(=O)Cc1ccsc1 | -1% | 0% | -1% | i | 2% | 2% | 5% | 9%
Cc1cccc2cc(CN(Cc3nnnn3Cc3ccco3)C3CCCC3)c3nnnn3c12 | -11% | 0% | -20% | -18% | -9% | -11% | -15% | -3%
CN(Cc1ccccc1)S(=O)(=O)c1ccc2c(c1)n(C)c(=O)n2C | 4% | -4% | 2% | -1% | 0% | -19% | -5% | 5%
Brc1ccc(-c2csc(Nc3nc(-c4ccc(Br)cc4)cs3)n2)cc1 | 3% | -1% | 2% | 4% | -14% | -7% | -2% | 3%
COc1ccc(C2CC(c3ccccc3)Oc3cc(C)cc(C)c32)cc1 (centres undefined) | · | -1%&7% | 5%&-9% | i | · | 2%&-15% | · | ·
COc1ccc(NC(=O)c2ccc(-n3nc(C)cc3C)cc2)cc1OC | -1% | -2% | -2% | 4% | -3% | -1% | 1% | 9%
CCN(c1ccccc1)S(=O)(=O)c1ccc(N)cc1 | · | 0% | -18% | -3% | ? | -19% | -3% | -2%
O=C(Nc1ccnc(-c2ccncc2)n1)c1ccc(Cl)cc1 | 62%[activator] | -6% | -10% | i | -15% | -4% | -13% | 12%
Cc1cnc(C(=O)OCC(=O)NCc2ccccc2)cn1 | 5% | 3% | -1% | -5% | 2% | 0% | -10% | 3%
CC1OC(C)(C)OC1C1CNc2nc(NC(=O)C(C)(C)C)[nH]c(=O)c2N1C(=O)c1cccnc1 (centres undefined) | 5% | -4% | -7% | -6% | -5% | -6% | 15% | 20%
O=c1[nH]c(CSc2cccc[n+]2[O-])nc2ccccc12 | 5% | 0% | -4% | i | · | -1% | 6% | 5%
Cc1onc(-c2ccccc2)c1C(=O)N/N=C/c1cc2c(cc1Cl)OCO2 | 1% | -1% | -3% | -1% | 1% | -2% | 6% | -1%
O=c1c(-c2ccc3c(c2)OCCO3)coc2cc(OC3OC(CO)C(O)C(O)C3O)ccc12 (centres undefined) | · | -2% | 7% | 3% | -11%[15.4 µM] | 9% | -8% | 25%
O=C(COC(=O)c1cncc(Br)c1)NCc1ccc(F)cc1 | -4% | -3% | 0% | -2% | 2% | -6% | -7% | 10%
CCOc1ccc2sc(NS(=O)(=O)c3ccc(OC)c(OC)c3)nc2c1 | · | -2% | -13% | i | 2% | -7% | -3% | 0%
CN/N=C/c1ccc(C#N)cc1 | 2% | 1% | 1% | i | 4% | 4% | ? | 6%
COc1ccc(-c2cc(C(F)F)n3ncc(C(=O)NCCCN4CCCC4=O)c3n2)cc1 | 8% | -1% | 1% | 0% | ? | 1% | 2% | 0%
C=CCOc1ccc(CNc2nccs2)cc1OCC | -22% | 1% | 9% | -2% | -8% | -17% | -1% | 19%
CC1(C)CC(OC(=O)c2ccccc2)CC(C)(C)N1 | · | -3% | 4% | -12% | ? | 2% | -12% | 5%
C/C(=N/NC(=O)CNC(=O)COc1ccccc1)c1ccco1 | 1% | 2% | 3% | -7% | 0% | -14% | 15% | 7%
COc1ccc(-c2nc(C)ncc2-c2csc(C)n2)c(O)c1 | · | -1% | 2% | -9% | 2% | 2% | 4% | 6%
CC1CCc2c(sc(NC(=O)CSc3nc4c(c(C(F)(F)F)n3)CCc3ccccc3-4)c2C(N)=O)C1 (centres undefined) | 6% | 0% | 0% | -3% | -2% | -18% | -5% | 4%
COc1ccc(CNC(=O)c2cnc(C)cn2)c(OC)c1 | 7% | -5% | 1% | -7% | -6% | -7% | 2% | -2%
COc1ccc(C(=O)Nc2cc(C)on2)cc1[N+](=O)[O-] | · | -2% | -4% | -2% | 2% | -10% | -2% | -15%
O=C(NCc1ccc2c(c1)OCO2)c1cnc2ccccn2c1=O | 0% | 1% | -2% | 4% | 0% | 2% | 3% | 9%

Screens deposited in PubChem by National Center for Advancing Translational Sciences (NCATS).
